CHRM4 antagonist: antagonists of human muscarinic M4 receptor (CHRM4); P08173; inhibition, % at 3 µM; actives 0.73% (n = 360,000); CHO-hM4 cells, ACh EC80, Fluo-8 calcium fluorescence;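 active means inhibition above its plate's cutoff, the mean inhibition of sample wells plus 3 SD, cut at about 27% in these data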;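 further: 0% = acetylcholine EC80 with DMSO and 100% = DMSO without agonist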
Target sequence (P08173 whole entry, looked up): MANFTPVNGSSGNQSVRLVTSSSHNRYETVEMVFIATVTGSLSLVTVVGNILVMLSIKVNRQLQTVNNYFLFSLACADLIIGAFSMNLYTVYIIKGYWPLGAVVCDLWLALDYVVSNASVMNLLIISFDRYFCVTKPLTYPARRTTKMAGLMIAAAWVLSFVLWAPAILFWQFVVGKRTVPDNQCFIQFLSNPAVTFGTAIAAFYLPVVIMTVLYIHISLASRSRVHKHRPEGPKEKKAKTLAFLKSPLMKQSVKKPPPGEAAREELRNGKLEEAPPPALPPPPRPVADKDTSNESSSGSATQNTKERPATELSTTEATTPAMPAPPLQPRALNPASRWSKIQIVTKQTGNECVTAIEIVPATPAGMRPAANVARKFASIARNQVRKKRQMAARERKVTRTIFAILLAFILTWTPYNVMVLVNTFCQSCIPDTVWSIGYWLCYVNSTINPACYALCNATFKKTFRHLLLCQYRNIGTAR
CHO-K1 Ca PAM: nonselective activator or artifact in parental CHO-K1 calcium assay. ATP EC20, Fluo-8 calcium fluorescence; 0% at ATP EC20, 100% at ATP max. activation, % at 3 µM. actives 0.02% (n = 360,000);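 active means activation above the run cutoff, the mean activation of all test compounds plus 3 SD, cut at about 40% in these data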;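 further: peak over basal fluorescence ratio in a 140 s read after ATP addition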
CHO-K1 Ca antag: counter-screen for M1 antagonists: effect in parental CHO-K1 cells. actives 0.6% (n = 360,000). AID 602250. inhibition, % at 3 µM. ATP-induced calcium, Fluo-8 fluorescence;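 active means inhibition above a per-plate cutoff, the plate's mean sample inhibition plus 3 SD, cut at about 24% in these data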;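 further: 0% = DMSO plus EC80 ATP and 100% = DMSO alone without ATP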
M5 ag: CHRM5 agonism in calcium assay. P08912. CHO-K1 hM5 cells, Fluo-8 calcium fluorescence; 0% DMSO wells, 100% maximal acetylcholine response. activation, % at 3 µM. actives 0.19% (n = 360,000);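 active means activation above the run's mean over test compounds plus 3 SD, cut at about 23% in these data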;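 further: signal is peak over basal fluorescence ratio across the kinetic read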
Target sequence (P08912 whole entry, looked up): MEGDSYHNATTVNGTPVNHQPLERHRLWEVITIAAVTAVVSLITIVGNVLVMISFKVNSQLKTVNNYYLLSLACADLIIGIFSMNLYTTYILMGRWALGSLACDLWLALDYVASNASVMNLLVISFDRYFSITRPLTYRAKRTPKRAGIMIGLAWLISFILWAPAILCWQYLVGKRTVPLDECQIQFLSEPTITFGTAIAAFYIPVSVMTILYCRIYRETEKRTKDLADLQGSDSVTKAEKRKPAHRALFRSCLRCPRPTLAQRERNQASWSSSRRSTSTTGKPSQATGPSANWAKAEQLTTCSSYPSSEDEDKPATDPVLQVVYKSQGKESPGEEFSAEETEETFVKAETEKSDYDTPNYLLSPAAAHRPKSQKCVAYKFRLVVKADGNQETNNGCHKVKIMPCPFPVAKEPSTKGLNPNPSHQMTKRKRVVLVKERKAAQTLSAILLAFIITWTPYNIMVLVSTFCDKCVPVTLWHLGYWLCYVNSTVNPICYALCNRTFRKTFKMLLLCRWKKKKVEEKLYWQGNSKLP
M5 PAM: positive allosteric modulators of human muscarinic M5 receptor | CHO-K1 hM5, Fluo-8 calcium, ACh EC20 PAM; 0% = ACh EC20, 100% = ACh EC100 | activation, % at 3 µM | actives 0.3% (n = 360,000) | AID 624038;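 active means activation above the run cutoff, the mean activation of all test compounds plus 3 SD, cut at about 18% in these data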
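System: CHO-K1 hM5 cells. Reagent: acetylcholine, EC20 level. Compound dosing: single dose, 3 µM nominal final test concentration. Timing: Post-acetylcholine fluorescence recording 140 s. Detection: Fluo-8 calcium fluorescence. Read-out: % activation, ACh-normalized. Benchmarks: ACh EC20 and EC100 wells. Repeats: singlicate, one well per test compound.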
CHRM4 agonist: CHRM4 agonism in calcium assay; CHO-K1 hM4/Gqi5, Fluo-8 calcium fluorescence; vehicle 0%, full acetylcholine response 100%; activation, % at 3 µM; actives 0.14% (n = 360,000);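 active means activation above the run mean over all test wells plus 3 SD, cut at about 32% in these data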;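 further: peak over basal fluorescence ratio per well then scaled between controls; 0% = DMSO wells and 100% = acetylcholine at EC100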
M1 ag parental: nonselective activator or artifact in parental CHO-K1 cells. activation, % at 3 µM. actives 0.48% (n = 360,000). Fluo-8 calcium fluorescence; scaled to maximal ATP response, vehicle zero. AID 602248; in the data active means activation above about 15%;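 further: untransfected CHO-K1 host cells lacking M1 receptor as counterscreen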
CHRM4 PAM: potentiates acetylcholine response at human M4 receptor | P08173 | CHO-K1 hM4/Gqi5, Fluo-8 calcium fluorescence, ACh EC20; 0% = ACh EC20, 100% = maximal ACh | activation, % at 3 µM | actives 0.4% (n = 360,000);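 active means activation above its plate's cutoff, the mean activation of sample wells plus 3 SD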; further: some results filed as inactive read as strong as hits
M5 antag: blocks acetylcholine activation of human M5 receptor; P08912; CHO-hM5 cells, Fluo-8 calcium fluorescence, ACh EC80; inhibition, % at 3 µM; actives 0.59% (n = 360,000); AID 624040;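 active means inhibition above a per-plate cutoff, the mean of that plate's test compounds plus 3 SD, cut at about 27% in these data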;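 further: 0% = acetylcholine EC80 with DMSO and 100% = DMSO without agonist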
Numbers without * were called inactive; nt = no result given; & = joins results of further samples.

SMILES	CHRM4 antagonist	CHO-K1 Ca PAM	CHO-K1 Ca antag	M5 ag	M5 PAM	CHRM4 agonist	M1 ag parental	CHRM4 PAM	M5 antag
O=C(c1ccco1)N1CCN=C1SCc1ccccc1Cl	5	13	-2	2	-1	0	0.0	2	-4
COc1cc([C@H]2c3c(cc(OC)c(O)c3OC)C[C@@H](CO)[C@@H]2CO[C@@H]2O[C@H](CO)[C@@H](O)[C@H](O)[C@H]2O)cc(OC)c1O	-15	-5	-2	1	-1	2	0.3	12	4
Cc1ccc(N(CC(=O)NC2CCCCC2)S(=O)(=O)c2cccs2)cc1	-4	-1	23	-4	-6	0	1.3	-2	12
O=C(O)c1cc(-c2cccnc2)nn1-c1ccccn1	-1	21	-10	-7	8	0	0.6	-1	3
Cc1cccc(OCc2nnc(SC(C)C(=O)O)n2-c2ccccc2)c1 (stereo unspecified)	8	5	2	6	13	0	0.6	-5	-6
COc1ccc(OCC(=O)Nc2ccc(C)c(S(=O)(=O)N(C)C)c2)cc1	-2	9	-4	4	-13	25	6.9	-11	11
COc1ccc(-c2c(C)n([O-])c3c([n+]2=O)CCCC3)cc1	8	6	-4	0	0	1	0.5	-4	-1
O=C(O)Cn1ncn(-c2ccc(OC(F)(F)F)cc2)c1=O	-11	11	3	0	5	2	-0.8	7	-13
COc1ccc(C(=O)NCC(=O)N=Nc2c(O)n(C)c3ccccc23)cc1OC	-1	0	-10	0	9	2	0.3	-12	-8
COc1ccc(CN2CCN(c3ccccc3OC)CC2)c(OC)c1	4	-1	-4	-4	8	2	0.5	-3	-2
O=C(N/N=C/c1ccc([N+](=O)[O-])o1)c1ccc(NS(=O)(=O)c2cccs2)cc1	8	13	-18	-2	-2	0	0.3	-7	6
CCCCNc1c(-c2ccc(SC3CCCCC3)cc2)nc2cnccn12	3&-1	-9&18	-5&-16	5&2	-1&3	4&0	-0.1&2.8	13&-4	-2&-1
CCOc1cc(Cl)c(S(=O)(=O)NCCCN2CCOCC2)cc1Cl	10	11	-13	-2	-2	2	1.7	-1	3
CCN(CC(=O)Nc1cc(Cl)ccc1C)C(=O)CN1C(=O)NC(CC)(c2ccccc2)C1=O (stereo unspecified)	-6	0	5	3	-1	2	2.3	0	4
CC(C)NS(=O)(=O)c1ccc(NC(=O)C2CC3C=CC2C3)cc1 (stereo unspecified)	5	16	-6	0	6	2	1.5	13	3
CCN1CCN(CC2CC3C=CC2C3)CC1 (stereo unspecified)	-3	-3	-1	-6	2	1	0.2	0	-8
COCc1nnc(NC(=O)CCN2C(=O)c3ccccc3C2=O)s1	7	-9	-1	3	6	0	0.0	8	-15
COc1ccc(/C=N/NC(=O)c2cccnc2)c(C(=O)O)c1OC	-1	18	-7	-1	-4	0	0.4	-4	3
CCCCCCn1c(-c2cccs2)n[nH]c1=S	-10	18	-14	-13	-1	-1	9.9	-6	9
Cc1ccc(C(C(=O)NCc2ccco2)N(C(=O)CNC(=O)c2cccs2)c2c(C)cc(C)cc2C)cc1 (stereo unspecified)	10	10	-9	1	-1	0	0.3	0	-1
O=Cc1cccn1-c1ccccc1	7	1	0	2	-2	0	0.2	3	9
COC(=O)c1cc(Br)c(N)cc1OC	-5	21	-14	-3	5	1	0.3	-4	2
Cc1ccccc1-c1nc(CS(=O)CC(=O)NCCN2CCN(Cc3ccccc3)CC2)c(C)o1 (stereo unspecified)	-11	12	-7	-3	-6	3	1.1	8	-6
CCCOc1ccc(/C=N/NC(=O)C(=O)Nc2ccccn2)cc1	20	9	-5	1	-7	2	0.8	7	3
CCCSC1C(C)=C(C)C(=O)N1Cc1ccccc1 (stereo unspecified)	-1	5	-2	-10	1	-1	0.0	-4	5

Later entries
SMILES	CHRM4 antagonist	CHO-K1 Ca PAM	CHO-K1 Ca antag	M5 ag	M5 PAM	CHRM4 agonist	M1 ag parental	CHRM4 PAM	M5 antag
Cc1cc(NC(=S)NC(=O)c2ccccc2)ccc1-c1cc2ccccc2oc1=O	6	8	11	1	-3	2	5.2	8	-2
CN(C)CCCSc1nc2ccccc2s1	2	-3	17	-4	-12	12	1.9	-9	10
CC1=C(/C=N/Nc2ccc([N+](=O)[O-])cc2[N+](=O)[O-])C(C)(C)CCC1	5	-4	-7	1	-1	0	2.5	16	6
Cc1ccc(Cl)cc1NC(=S)NCCCSC1CCCCC1	10	-3	7	-2	-19	6	5.4	-18	19
O=C(Nn1cnc2ccccc2c1=O)c1ccccc1	-25	17	-10	-3	5	2	0.4	12	-6
O=C(N1CCCCC1)N1CCN(C(=O)N(c2ccccc2)c2ccccc2)CC1	-4	10	-17	2	-5	1	0.7	0	7
CCC(C)[C@H](NS(=O)(=O)c1ccc(C)cc1)C(=O)N1CCC(C(=O)N2CCC(C(N)=O)CC2)CC1 (stereo partly specified)	-4	16	-3	2	1	0	-0.4	1	2
CCOc1ccc(/C=C/c2c([N+](=O)[O-])c(=O)n(C)c(=O)n2C)cc1	-6	7	-6	-1	-5	1	0.1	5	-9
CC(NC(=O)CCC(=O)N1CCN(S(=O)(=O)c2ccc(Cl)cc2)CC1)c1ccccc1 (stereo unspecified)	-8	8	-8	2	-7	7	2.5	-7	-4
CCCc1cc(=O)oc2cc(C)cc(OCC(=O)Nc3ccc(CN4CCOCC4)cc3)c12	-15	10	-10	-7	-11	14	4.4	-5	7
CCOC(=O)CSc1nnc(CCc2nc3ccccc3[nH]2)n1C	3	17	2	-6	3	0	0.2	3	6
Cc1ccc(NC2(C(N)=O)CCCC2)cc1	-2	18	-14	4	-1	1	1.2	3	17
O=C(N/N=C/c1ccccc1F)c1cccc(NC(=O)c2ccccc2Cl)c1	-1	5	-2	1	-9	10	7.8	-9	17
CN(CC(=O)O)S(=O)(=O)c1ccc(F)cc1	0	12	-11	-1	-2	1	0.4	9	4
CCOc1ccc2[nH]cc(C(=O)NCCCN3CCOCC3)c(=O)c2c1	1	7	-13	-1	-6	6	1.7	-7	9
CCOC(=O)N1CCC(NC(=O)c2ccc(N3CCC4(CC3)OCCO4)c([N+](=O)[O-])c2)CC1	-11	-10	-8	4	10	4	1.3	7	-4
Cc1ccc(Cc2c(C3CCCCC3)nc3c4ccccc4ccn23)cc1	-19	5	12	-1	-3	1	0.8	-7	-11
CCOc1ccc(NC(=O)CS(=O)CC(=O)Nc2cccnc2)cc1 (stereo unspecified)	6	6	-13	-2	-3	1	1.1	-1	10
CC(C)N(Cc1nc2ccccc2c(=O)[nH]1)C(=O)c1ccc(NC(=O)CSc2nnnn2C)cc1	-3	12	-9	3	0	0	0.7	5	7
COc1ccccc1N1CCN(CC(O)COCCOc2ccc(Br)cc2)CC1 (stereo unspecified)	-11	19	-8	-2	-6	11	6.8	-6	-3
CC(=O)c1nnn(-c2ccc(F)cc2F)c1C	8	-25	7	3	9	0	-0.3	-3	-9
O=C(NC(=S)Nc1ccc(N2CCOCC2)cc1)c1cccs1	-6	-11	-4	-2	0	2	0.4	4	0
O=C(c1cccc(Cl)c1)N1CCN(CCCc2ccccc2)CC1	-6	-7	-1	-6	-3	2	0.2	-4	-4
N#Cc1c(NC(=O)CSc2nnnn2C2CCCC2)sc2c1CCCC2	1	13	-10	1	-1	1	0.1	5	1
CC(NC(=O)CN(C)Cc1ccc(Br)cc1)c1ccccc1 (stereo unspecified)	5	7	-16	-6	1	0	-0.7	-2	-3

Given field by field: part of the list above
Compound: O=C(O)c1cc(-c2cccnc2)nn1-c1ccccn1
- CHRM4 antagonist: -1
- CHO-K1 Ca PAM: 21
- CHO-K1 Ca antag: -10
- M5 ag: -7
- M5 PAM: 8
- CHRM4 agonist: 0
- M1 ag parental: 0.6
- CHRM4 PAM: -1
- M5 antag: 3
Compound: CCN(CC(=O)Nc1cc(Cl)ccc1C)C(=O)CN1C(=O)NC(CC)(c2ccccc2)C1=O (stereo unspecified)
- CHRM4 antagonist: -6
- CHO-K1 Ca PAM: 0
- CHO-K1 Ca antag: 5
- M5 ag: 3
- M5 PAM: -1
- CHRM4 agonist: 2
- M1 ag parental: 2.3
- CHRM4 PAM: 0
- M5 antag: 4

Later entries.
SMILES	CHRM4 antagonist	CHO-K1 Ca PAM	CHO-K1 Ca antag	M5 ag	M5 PAM	CHRM4 agonist	M1 ag parental	CHRM4 PAM	M5 antag
Cc1ccc(NC(=O)CSc2nnc(-c3cccnc3)o2)c(C)c1	2	2	20	2	-6	2	-0.2	-4	8
Cc1ccnc(N/C=C(/NC(=O)c2ccccc2)C(=O)NN)n1	-6	17	-8	0	-2	2	2.2	4	-9
COc1ccc(/C(O)=C2/C(=O)C(=O)N(CCCN3CCOCC3)C2c2ccc(C(C)C)cc2)cc1 (stereo unspecified)	-9	22	-14	0	0	1	0.5	9	11
Nc1ccc(CNC(=O)c2cc3cc(Cl)ccc3nc2N)cc1	3	nt	nt	6	-16	15	nt	1	18
COc1ccc(Nc2cccc3ccccc23)cc1	-14	-12	9	-1	-5	5	-0.2	5	0
COc1ccc(C(=O)OCC(=O)NC(=O)NC2CCCC2)cc1OC	-15	9	-21	4	1	3	1.1	7	-2
Cc1cc2ccccc2n1CCNC(=O)C1CC1	-7	11	-6	1	0	2	1.1	-1	1
Cc1cc(C)n(C(=O)c2ccc([N+](=O)[O-])cc2N)n1	1	26	-13	-2	-1	1	1.3	0	-2
CCOc1ccc2oc(C(=O)Nc3cc(C)ccn3)c(C)c2c1	-21	7	-5	0	-2	0	0.0	6	-10
O=C(C1=C(O)C(=O)N(c2ncccn2)C1c1ccc(F)cc1)c1ccco1 (stereo unspecified)	11	12	-9	-2	-2	0	2.5	-2	9
CCOC(=O)c1cc2cc([N+](=O)[O-])cc(OC)c2oc1=O	1	-6	6	-1	2	1	0.2	7	-4
O=C(Cn1cccc1C(=O)c1ccccc1)NCc1ccccn1	1	10	-10	-4	-8	1	0.1	-2	4
Cc1ccc(S(=O)(=O)N2CCN(C(=O)COC(=O)CCCOc3ccccc3)CC2)c(C)c1	4	8	-8	5	-6	13	10	-3	4
COC(=O)C(C)Sc1nnc(Cc2cc(=O)[nH]c(=O)[nH]2)n1-c1cccc(OC)c1 (stereo unspecified)	-5	-2	-2	1	-1	0	0.7	0	-2
O=C(NCCCN1CCOCC1)C(=O)N/N=C/c1c2ccccc2cc2ccccc12	5	3	-1	-8	-16	1	0.2	-10	7
Cc1ccc(S(=O)(=O)N(C)C)cc1NC(=O)C(C)Sc1ccccc1 (stereo unspecified)	-6	-9	12	-1	-2	1	-0.1	-5	11
O=C(Oc1ccccc1)c1ccccc1OS(=O)(=O)c1ccccc1	7	-4	15	-2	-9	-1	-0.1	-7	11
Cc1c(C)c2c(C)nn(-c3ccccc3)c2[nH]c1=O	4	0	12	-1	-1	0	0.1	10	-1
COc1ccc(S(=O)(=O)NCC(=O)Nc2ccc3c(c2)OCCO3)cc1OC	-18	-7	-4	-2	2	1	0.0	0	4
Cc1ccc(Cn2nc(C)c(NC(=O)CCCn3nc([N+](=O)[O-])c(Cl)c3C)c2C)cc1	-10	18	-19	-1	-7	2	0.3	5	6
COc1ccc(OC)c(NC(=O)CC2Oc3ccccc3NC2=O)c1 (stereo unspecified)	-10	-7	-2	-1	-4	5	2.2	3	4
OC(CN1CCN(c2ccccn2)CC1)Cn1c2ccc(Cl)cc2c2cc(Cl)ccc21 (stereo unspecified)	6	7	1	5	8	5	0.2	10	-4
CCN(CC)S(=O)(=O)c1cccc(NC(=O)CCNC(=O)NC23CC4CC(CC(C4)C2)C3)c1	-9	29	-6	-4	-5	8	2.2	-2	10

Compound activity (PubChem)
